High-throughput results from PubChem.
S1P3 agonist = S1P3 (human) receptor agonism | Q99500 | activation, % at 4.5 µM | 0.1% of 60,000 active | S1P3 NFAT-BLA reporter cells, FRET ratio; relative to 1 µM S1P, basal subtracted;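 active = activation above the screen-wide mean plus 3 SD, cut at about 4.5% in these data, passing the limit was not always enough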; note: some compounds called inactive have numbers as strong as hits
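Assay system: CHO cells stably expressing human S1P3, Gα16 and NFAT-β-lactamase reporter. Timing: overnight plating, 4 h compound 37 °C, 2 h substrate RT. Signal: β-lactamase FRET emission ratio 460/535 nm. Measure: percent activation versus median 1 µM S1P response, basal-subtracted, per plate. Repeats: primary screen single test, confirmation screen in triplicate.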
5HT1a antag = 5-HT1a (human) receptor antagonism. inhibition, % at 10 µM. 0.68% of 62,000 active. CHO 5-HT1a Ga15 NFAT-bla reporter, antagonist mode;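 active = inhibition above the mean of all tested compounds plus 3 SD, cut at about 43% in these data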;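 note: receptor stimulated by 5-CT agonist at 100 nM near EC80; beta-lactamase reporter measured by ratiometric fluorescence of a cleavable substrate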
Target sequence (P08908 whole entry, looked up): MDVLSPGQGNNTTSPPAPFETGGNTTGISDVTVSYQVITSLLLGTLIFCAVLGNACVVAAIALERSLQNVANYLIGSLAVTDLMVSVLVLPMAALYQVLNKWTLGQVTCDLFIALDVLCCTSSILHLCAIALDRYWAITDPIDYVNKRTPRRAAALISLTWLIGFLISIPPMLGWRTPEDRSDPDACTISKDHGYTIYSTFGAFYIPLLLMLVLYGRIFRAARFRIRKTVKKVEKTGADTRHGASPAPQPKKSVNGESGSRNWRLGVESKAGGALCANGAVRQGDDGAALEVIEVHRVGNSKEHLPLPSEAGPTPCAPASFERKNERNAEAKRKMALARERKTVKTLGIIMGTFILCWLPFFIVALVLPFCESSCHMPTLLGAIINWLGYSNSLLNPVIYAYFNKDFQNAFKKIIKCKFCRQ
5HT1E ag = activates the human 5-HT1E serotonin receptor; 0.69% of 65,000 active; CHO 5-HT1E Ga15 NFAT-bla reporter, FRET; 0% DMSO wells, 100% control agonist wells; activation, % at 6 µM; AID 574; P28566;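 active = activation above a set limit, the screen-wide mean activation plus 3 SD, cut at about 8.5% in these data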;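 note: 100% = positive control agonist at 1 µM giving full maximal response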
Target sequence (P28566 whole entry, looked up): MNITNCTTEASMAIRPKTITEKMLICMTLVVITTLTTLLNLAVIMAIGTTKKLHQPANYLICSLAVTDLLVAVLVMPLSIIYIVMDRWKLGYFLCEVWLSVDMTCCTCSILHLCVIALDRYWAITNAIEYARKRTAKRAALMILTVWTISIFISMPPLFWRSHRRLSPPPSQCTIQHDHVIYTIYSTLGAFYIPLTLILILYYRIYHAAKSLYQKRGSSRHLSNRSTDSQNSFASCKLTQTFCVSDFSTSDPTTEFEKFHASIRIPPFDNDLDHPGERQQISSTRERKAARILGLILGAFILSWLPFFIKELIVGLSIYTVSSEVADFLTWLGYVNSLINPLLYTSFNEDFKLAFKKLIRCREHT
tolC growth inh = blocks growth of E. coli BW25113 tolC mutant. OD615. growth inhibition, % at 10 µM (by protocol). 2.2% of 65,000 active;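 active = growth inhibition at or above a cutoff equal to the mean over every tested compound plus 3 SD, cut at about 60% in these data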;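 note: growth measured after 20 h incubation at 37 °C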
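Doses: one dose of 10 µM final / Material: E. coli BW25113 ΔtolC::kan, tolC deletion mutant strain / Buffer or medium: LB with kanamycin 50 µg/mL / Evaluation: percent growth inhibition / Detection: optical density read at 615 nm / Incubation: 37 °C, 20 h exposure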
RORA act = activators of human nuclear receptor RORA; CHO-K1 Gal4-RORA LBD luciferase reporter, luminescence; percent increase over mock-subtracted basal signal; activation, % at 10 µM; 1.5% of 65,000 active; AID 560;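 active = activation above the mean of all tested compounds plus 3 SD, cut at about 49% in these data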;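 note: 0% = DMSO-treated RORA cells and 100% = added signal equal to DMSO minus mock-transfected cells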
AP ELISA ortho = orthogonal test for alternative complement pathway inhibitors | Human serum alternative complement pathway, LPS-coated ELISA, C3 deposition; tested in compound mixtures | inhibition, % at 5 µM | 0.08% of 62,000 active | AID 1235;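 active = inhibition above 30% in each of the two pooled mixtures holding the compound, so the lower value exceeds 30%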;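 note: 0% = serum in Mg-EGTA without compound and 100% = EDTA serum blank; some compounds past the cut are filed as inactive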
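Assay system: human serum alternative complement pathway, C3 deposition on LPS-coated wells; Dosing: 5 µM per compound in ten-compound mixtures; Detection: Anti-C3 ELISA, OD 450 nm; Buffer or medium: Mg2+-EGTA GVB++ buffer containing human serum at 1:15 dilution; Timing: 1 h at 37 °C; Replication: two different pools per compound.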
SF-1 act = SF-1 (human) activation. Q13285. CHO-K1 Gal4-SF-1 LBD luciferase reporter; % increase over DMSO SF-1-specific signal. activation, % at 10 µM. 1.9% of 65,000 active. AID 522;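 active = activation above the mean activation of all tested compounds plus 3 SD, cut at about 50% in these data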
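System: CHO-K1 cells with Gal4–hSF-1 LBD chimera plus Gal4-driven luciferase; quantity: 4,000 CHO-K1 cells per well; compound: one dose, 10 µM compound, 1% DMSO; times: 20 h compound treatment, 37 °C; measured by: SteadyLite luciferase luminescence; read-out: percent activation versus DMSO; benchmarks: DMSO and mock-transfected background; replicates: one test per compound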
S1P1 ag pot = S1P1 (human) agonism or agonism potentiation; P21453; S1P1 CRE-bla cells, forskolin, beta-lactamase FRET, potentiator mode; S1P1 agonist co-added at EC20, 2 nM; 100% = saturating reference agonist, 0% = basal; activation, % at 9.5 µM; 0.57% of 56,000 active; AID 449;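 active = activation above a cutoff set at the mean activation of all tested compounds plus 3 SD, cut at about 54% in these data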;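 note: forskolin at 4 µM as EC80 and the EC20 agonist is SEW2871; 100% = SEW2871 at its EC100 plus forskolin at EC80; some compounds past the cut are filed as inactive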
5HT1E antag = 5-HT1E (human) receptor antagonism. P28566. CHO 5-HT1E Ga15 NFAT-bla reporter, FRET, antagonist. inhibition, % at 6 µM. 0.99% of 65,000 active;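 active = inhibition above a set limit, the mean inhibition across every tested compound plus 3 SD, cut at about 29% in these data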;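 note: signal is the 460 over 535 nm emission ratio of beta-lactamase substrate; 0% = agonist plus DMSO wells and 100% = wells without agonist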
The depositor's hits bear a star; . = not tested or not shown. The order is random. About 7.1% of those tested had a hit in this group.

SMILES	S1P3 agonist	5HT1a antag	5HT1E ag	tolC growth inh	RORA act	AP ELISA ortho	SF-1 act	S1P1 ag pot	5HT1E antag
FC(F)(F)c1ccc(N2CCOCC2)c(NC2=NCCCCC2)c1	0.6	-6.5	-0.7	-4.5	-12.8	8.0	17.6	1.7	5.2
C=CCSc1nnc(NC(=O)c2ccc(S(=O)(=O)NCC3CCCO3)cc2)s1 (centres undefined)	-0.6	-16.8	0.2	5.8	-16.9	-7.4	11.3	.	2.4
CCN(CC)C(=O)COc1ccc(-c2ccccc2)cc1	0.1	-1.5	-0.2	2.2	43.6	-1.7	31.4	-9.6	5.3
CCc1ccc(N2CC(C(=O)Nc3nccs3)CC2=O)cc1 (centres undefined)	-1.1	8.2	-0.8	-2.4	-2.1	0.7	5.9	10.3	-0.3
CCOC(=O)Nc1cccc(OCC(=O)Nc2ccccc2OC)c1	-0.7	2.0	-0.5	2.0	-30.5	-15.0	-13.3	6.3	4.4
c1coc(-c2nnc3sc(Cc4cccs4)nn23)c1	-2.3	.	-0.7	8.9	18.6	.	-0.1	17.1	6.6
COc1cccc(OC)c1OCCCCN1CCCC1	-0.4	-9.8	0.8	-13.7	-4.9	-1.0	4.3	-2.1	-1.3
O=C(CSc1nnc(-c2ccccc2)o1)NC1CCCCC1	0.0	-2.9	1.0	6.0	5.5	6.7	-14.8	.	-11.2
Cc1ccc2c(C(=O)CN3CCCC3)c(C)[nH]c2c1	-1.4	14.4	0.3	10.7	-6.3	4.9	-12.5	4.5	-11.9
Cc1ccc(-n2ncc3c(=O)[nH]c(SCC(=O)N4CCN(c5ccccc5)CC4)nc32)cc1	-0.2	-4.0	-0.6	-23.8	17.0	1.2	-2.2	-3.1	-7.0
COc1cc(NC(=O)C2CC(=O)NC3=C2C(=O)CC(C)(C)C3)c(OC)cc1Cl (centres undefined)	0.5	-6.9	1.3	-8.7	27.5	4.9	34.4	-22.5	8.4
Cn1c(NC(=O)C2c3ccccc3Oc3ccccc32)cc(=O)n(C)c1=O	0.3	12.5	0.0	-5.3	19.4	11.2	-2.8	1.9	-1.3
Cc1cc(C)cc(NC(=O)C2CCN(c3nccs3)CC2)c1	-0.9	12.8	-0.4	23.1	12.7	14.4	-25.9	33.7	-12.4
COCCn1c(C)c(C(=O)O)sc1=S	0.1	-4.8	-0.7	-19.5	3.8	0.6	-3.8	1.8	-6.8
Cc1ccc(C2CC(c3ccccc3OC(F)F)Nc3ncnn32)cc1 (centres undefined)	-0.3	-12.8	1.1	25.8	-14.6	19.3	7.4	-15.2	-11.3
CCOC(=O)CN1CC23C=CC(O2)C(C(=O)Nc2ccc(C(C)=O)cc2)C3C1=O (centres undefined)	-0.4	-7.4	-0.1	0.8	16.0	8.3	2.2	-7.6	0.0

Single records, from the list above. Order of values: S1P3 agonist | 5HT1a antag | 5HT1E ag | tolC growth inh | RORA act | AP ELISA ortho | SF-1 act | S1P1 ag pot | 5HT1E antag
`Cc1cc(C)cc(NC(=O)C2CCN(c3nccs3)CC2)c1` as listed: -0.9 | 12.8 | -0.4 | 23.1 | 12.7 | 14.4 | -25.9 | 33.7 | -12.4
`Cn1c(NC(=O)C2c3ccccc3Oc3ccccc32)cc(=O)n(C)c1=O` as listed: 0.3 | 12.5 | 0.0 | -5.3 | 19.4 | 11.2 | -2.8 | 1.9 | -1.3
`Cc1ccc(C2CC(c3ccccc3OC(F)F)Nc3ncnn32)cc1` (centres undefined) as listed: -0.3 | -12.8 | 1.1 | 25.8 | -14.6 | 19.3 | 7.4 | -15.2 | -11.3
`COCCn1c(C)c(C(=O)O)sc1=S` as listed: 0.1 | -4.8 | -0.7 | -19.5 | 3.8 | 0.6 | -3.8 | 1.8 | -6.8

The list goes on.
SMILES	S1P3 agonist	5HT1a antag	5HT1E ag	tolC growth inh	RORA act	AP ELISA ortho	SF-1 act	S1P1 ag pot	5HT1E antag
CCOc1ccc(-c2nnc3ccc(SCC(=O)NCc4ccco4)nn23)cc1	1.1	-1.3	0.1	-9.1	-26.5	11.9	-20.3	11.2	-5.4
O=C(Nc1ccc(-c2nc3ccccc3o2)cc1)c1ccc2c(c1)OCO2	-0.8	5.1	5.0	9.1	-5.8	15.4	-17.4	.	-1.7
O=C1OCCC1N1C(=O)c2ccccc2S1(=O)=O (centres undefined)	-0.3	2.8	-0.5	-9.6	-21.0	5.6	-17.1	-3.2	7.5
Cc1cc(-c2nnc(SCC(=O)N3C(C)CCCC3C)o2)no1 (centres undefined)	-0.4	-3.8	-0.1	-3.7	8.5	6.8	14.7	18.8	0.0
CCOc1ccccc1NC(=O)N1CCC(n2nnc3cc(C)ccc32)CC1	-1.4	-3.1	-0.8	9.5	10.2	20.7	-9.9	-17.4	1.2
COc1ccc(Nc2nc(C)cc(C)c2C#N)cc1	0.2	-9.9	0.1	-3.9	4.5	2.2	13.3	.	-7.1
Cc1ccc(C2CC(c3cccc(Br)c3)Nc3nnnn32)cc1 (centres undefined)	0.0	8.1	0.5	66.6*	5.6	8.4	-12.0	-28.9	-5.3
O=C(NC1CC1)c1cc2c(s1)-c1ccccc1OC2	0.2	6.1	1.3	5.2	31.6	3.6	17.6	17.3	-0.3
CN(C)CCN1CC(C(=O)O)CC1=O (centres undefined)	-0.9	7.1	1.2	-3.4	-2.0	-14.7	-10.0	15.0	-2.9
NS(=O)(=O)c1ccc(CCNC2CC(=O)N(CCc3ccccc3)C2=O)cc1 (centres undefined)	-1.4	-1.9	-0.6	-8.5	-6.2	0.2	2.4	.	-7.9
CCOc1ccccc1OCC(=O)OCC(=O)Nc1ncc(Cl)cc1Cl	0.5	-9.9	-0.3	0.0	-3.1	6.2	-13.1	-4.3	-13.9
COc1ccccc1-c1noc(-c2ccco2)n1	1.0	5.3	-0.8	-1.5	28.5	13.3	45.5	-4.0	-6.7
Cc1cccc(S(=O)(=O)c2c(N)n(/N=C/c3ccco3)c3nc4ccccc4nc23)c1	1.1	-5.7	0.9	12.1	-8.1	-5.4	-11.2	-5.8	5.2
N#C/C(=C1\CCCN1)c1ccc2ccccc2n1	.	17.3	-1.3	0.6	-2.2	16.2	-2.2	.	8.4
CCOC(=O)c1c(NC(=O)c2cccs2)sc(C)c1C	-0.2	-15.3	0.3	-15.0	-13.3	5.9	-23.4	3.4	-4.2
CCOC(=O)C1CCCN(c2cc(C)nc3cc(-c4ccc(F)cc4)nn23)C1 (centres undefined)	-0.3	-1.0	0.4	54.9	3.8	10.2	9.9	-11.7	2.2

Continued, overlapping the part above by two compounds.
SMILES	S1P3 agonist	5HT1a antag	5HT1E ag	tolC growth inh	RORA act	AP ELISA ortho	SF-1 act	S1P1 ag pot	5HT1E antag
CCOC(=O)c1c(NC(=O)c2cccs2)sc(C)c1C	-0.2	-15.3	0.3	-15.0	-13.3	5.9	-23.4	3.4	-4.2
CCOC(=O)C1CCCN(c2cc(C)nc3cc(-c4ccc(F)cc4)nn23)C1 (centres undefined)	-0.3	-1.0	0.4	54.9	3.8	10.2	9.9	-11.7	2.2
COC(=O)c1cc(NCc2cccs2)ccc1N1CCOCC1	1.1	14.9	-0.1	.	-8.0	5.5	-7.5	9.0	1.1
Cc1cc(C(=O)OCC(=O)NCCc2ccccc2)c(C)o1	-0.4	-8.2	0.3	6.5	-25.3	-1.7	1.0	-2.8	-12.0
COc1ccc2c(c1)C1(Nc3ccccc3C(=O)N1c1ccccc1)C(=O)N2 (centres undefined)	0.2	2.3	-0.5	-23.8	11.6	.	7.5	0.9	-3.8
CC(C)(C)OC(=O)N1CCCC1C(=O)O (centres undefined)	0.5	1.3	-1.3	-15.0	-7.7	5.2	3.5	-34.0	1.6
COC(=O)c1ccc(OC)c(CSc2nnc(COc3ccccc3)o2)c1	-1.0	13.8	-0.1	62.0*	-19.0	11.2	4.4	14.2	8.8
CC(C)OCCCn1c(=N)c(C(N)=S)cc2c(=O)n3ccccc3nc21	-3.3	.	0.2	7.1	-27.9	.	-11.4	-8.7	-6.6
CCOc1ccc(NC(=O)c2ccncc2)cc1	0.2	-8.5	-0.5	-16.5	22.2	1.8	8.4	-4.2	-4.3
CC1=C(C(N)=O)C(c2cccs2)n2nc(-c3cccc(Cl)c3)nc2N1 (centres undefined)	-0.7	13.8	-1.1	18.0	-12.4	2.5	2.1	0.7	6.0
COc1ccccc1NC(=O)C1=C(C)Nc2nc(-c3cccs3)nn2C1c1cccnc1 (centres undefined)	0.4	-13.9	0.6	-13.1	11.5	11.0	-30.4	-11.6	6.3
COc1ccc(C(=O)c2oc3nc(C)cc(C)c3c2N)cc1	-1.6	.	1.0	9.5	39.8	.	25.3	-11.7	5.2
CCN1C2=C(C(=O)CCC2)C(c2ccc(O)c(Br)c2)C2=C1CCCC2=O	-0.5	-20.7	1.8	-5.6	2.6	15.4	5.3	-4.5	-5.0
Nc1cc(=O)[nH]c(=O)n1Cc1ccco1	-0.5	-3.9	-0.6	-8.4	-10.1	10.6	-4.1	.	7.5
Cc1noc(C)c1S(=O)(=O)N(CCc1ccccc1)Cc1ccccc1	-1.0	8.3	-2.0	62.7*	-15.3	11.2	-6.6	-2.8	1.8
Cc1ccc(-c2nnc3c4ccccc4c(C)nn23)cc1S(=O)(=O)N1CCN(C)CC1	0.1	-6.5	0.8	-22.8	5.7	-1.3	-1.6	-31.9	13.4
CC(=O)OCCCN1C(=O)c2ccc(Br)cc2C1=O	0.4	-8.4	1.1	-2.7	1.7	23.4	-3.3	.	-13.0
CC(=NCc1ccco1)C1=C(O)c2ccccc2C1=O	-0.2	-1.4	-0.3	20.1	6.9	.	3.0	-2.4	11.5
O=C1c2ccccc2S(=O)(=O)N1Cc1cccc(S(=O)(=O)N2CCOCC2)c1	0.2	-5.7	-0.4	4.6	-1.6	6.9	6.2	-14.0	-6.4
COc1ccc(N=C2SC(C(=O)Nc3ccc4c(c3)OCO4)CC(=O)N2C)cc1 (centres undefined)	-1.7	8.0	0.2	25.6	-3.6	27.0	27.0	-27.5	-4.5
O=C(O)C1C2C=CC(C2)C1C(=O)NCCc1cccc(Cl)c1 (centres undefined)	-0.3	0.0	11.5*	-2.2	-6.6	9.0	2.9	.	8.1
CC1=C(C)SC(=C(C#N)c2nnc(N3CCOCC3)n2-c2ccccc2)S1	0.5	-4.5	-0.7	-0.7	-8.4	13.0	-9.2	-30.2	-6.5
